Screening results deposited in PubChem BioAssay by several laboratories.
MEKK2wt PB1 HTS – modulators of MEK5 binding to wildtype MEKK2, primary screen, biochemical, multiplex bead flow cytometry, Alexa488-MEK5; Mitogen-activated protein kinase kinase kinase 2 (Homo sapiens), Q9Y2U5; Alexa488-MEK5 binding to MEKK2 WT; actives lie on both sides; binding response (% of control), % at 10 µM; 290,000 tested, 1.1% active; AID 1531, 2009; in the data active = binding response below about 67% or above about 130%; inconclusive = no clear call, values can overlap the other calls; inactive = in between
SUMO HTRF inh – inhibitors of in vitro SUMOylation cascade, primary screen, biochemical, HTRF, uHTS; SUMO-conjugating enzyme UBC9 (Homo sapiens), P63279; HTRF SUMOylation assay, SAE1/SAE2 + UBC9; inhibition, % at 35 µM; 290,000 tested, 0.36% active; AID 2006, 2009; in the data active = inhibition above about 50%, passing the limit was not always enough; inconclusive = no clear call, values can overlap the other calls; also: strong numbers were not always called active
MEKK2mut PB1 HTS – MEK5 binding signal on mutant MEKK2 PB1, primary screen, biochemical, multiplex bead flow cytometry, Alexa488-MEK5 | Alexa488-MEK5 binding to MEKK2 mutant | percent response, % at 10 µM | 290,000 tested, 0.35% active | AID 1530, 2009; in the data active = percent response above about 24%, passing the limit was not always enough; also: inactives centre near 1; some results filed as inactive read as strong as hits; reference of the scale not given here
IDE cell inh – human IDE inhibitors in live cells, primary screen, fluorescence polarization, HEK cells, FAbetaB substrate; Insulin-degrading enzyme (Homo sapiens), P14735; FAbetaB cleavage; inhibition, % at 5.59 µM; 320,000 tested, 0.41% active; AID 434962, 2010;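 active = percent inhibition above the average of all tested compounds plus 3 SD, set per screening campaign, cut at about 16% in these data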;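 also: IDE supplied by intact live HEK cells; FP after avidin binding of uncleaved biotin substrate so inhibition keeps polarization high; 0% = DMSO wells and 100% = 60 µM reference IDE inhibitor Ii1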
Target sequence (P14735 whole entry, looked up): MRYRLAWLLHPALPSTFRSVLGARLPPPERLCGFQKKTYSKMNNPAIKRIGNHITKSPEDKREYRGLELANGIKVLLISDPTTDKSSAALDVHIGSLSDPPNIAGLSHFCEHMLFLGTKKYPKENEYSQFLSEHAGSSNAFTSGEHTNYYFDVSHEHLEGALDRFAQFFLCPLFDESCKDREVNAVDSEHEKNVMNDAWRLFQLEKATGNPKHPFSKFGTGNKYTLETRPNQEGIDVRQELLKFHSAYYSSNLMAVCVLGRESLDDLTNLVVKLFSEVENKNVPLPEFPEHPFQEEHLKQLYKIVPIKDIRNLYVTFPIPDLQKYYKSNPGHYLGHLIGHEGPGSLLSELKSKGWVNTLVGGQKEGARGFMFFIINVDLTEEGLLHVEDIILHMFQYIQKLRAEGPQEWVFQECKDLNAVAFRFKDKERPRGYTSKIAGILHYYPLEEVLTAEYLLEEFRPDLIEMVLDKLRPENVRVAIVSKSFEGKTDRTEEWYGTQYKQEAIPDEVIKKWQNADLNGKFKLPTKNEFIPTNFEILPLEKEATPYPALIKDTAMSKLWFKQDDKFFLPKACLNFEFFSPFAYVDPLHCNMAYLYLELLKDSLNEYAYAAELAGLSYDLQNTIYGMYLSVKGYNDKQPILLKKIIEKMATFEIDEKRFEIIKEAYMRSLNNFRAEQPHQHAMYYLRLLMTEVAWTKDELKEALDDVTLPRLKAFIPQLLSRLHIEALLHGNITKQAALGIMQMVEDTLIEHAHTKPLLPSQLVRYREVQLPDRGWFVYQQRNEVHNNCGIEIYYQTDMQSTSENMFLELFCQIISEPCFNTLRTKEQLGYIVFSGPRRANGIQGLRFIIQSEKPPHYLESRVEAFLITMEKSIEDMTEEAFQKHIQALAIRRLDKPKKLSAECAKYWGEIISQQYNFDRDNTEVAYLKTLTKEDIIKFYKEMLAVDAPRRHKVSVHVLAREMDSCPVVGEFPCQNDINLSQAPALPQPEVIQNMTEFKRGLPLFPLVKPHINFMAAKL
NALP1 inh – NALP1 inflammasome inhibitors in reconstituted yeast, colorimetric, S. cerevisiae, triplicate retest; inhibition, % at 10 µM; AID 2071, 2009; 280,000 tested, 0.61% active; S. cerevisiae NALP1/ASC/caspase-1 growth, X-gal OD620, 72 h; in the data active = inhibition mostly above about 24%, no sharp cut-off; inactive = mostly below about 32%; also: some compounds called inactive have numbers as strong as hits
MEKK3 PB1 HTS – modulators of MEKK3-MEK5 PB1 binding, primary screen, biochemical, wildtype MEKK3, multiplex bead flow cytometry, Alexa488-MEK5. Mitogen-activated protein kinase kinase kinase 3 (Homo sapiens), Q99759. 290,000 tested, 1.4% active. bead-based flow cytometry, Alexa488-MEK5 binding to MEKK3; actives lie on both sides; 0 = blocked by unlabeled MEK5, 100 = vehicle. binding response (% of control), % at 10 µM;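 active = binding response more than 3 SD above or below the average of its plate-row segment, actives on both sides; inconclusive = wells at one plate position flagged as instrument error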;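 also: Alexa488 bead fluorescence after subtracting the streptavidin-only scavenger bead signal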
p-CIP stab down – p/CIP-EGFP fusion destabilizers, primary screen, fluorescence, F442A cells | 290,000 tested, 0.01% active | Q05BA5 | 16 h | AID 1984, 2009 | decrease of EGFP signal, % at 10 µM;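 active = EGFP signal decrease of at least 30% at 10 µM or well 3 SD below plate mean, unless failing retest; inactive = the rest, including hits failing retest or dose response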; also: some compounds called inactive have numbers as strong as hits; many of its hits are not listed in these tables
IDE cell activ – human IDE activators in live cells, primary screen, fluorescence polarization, HEK cells, FAbeta-B substrate; Insulin-degrading enzyme (Homo sapiens), P14735; FAbeta-B cleavage; 0% vehicle, 100% cell-free pure enzyme wells; activation, % at 5.96 µM; 340,000 tested, 0.073% active; AID 493087, 2011;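 active = activation above the mean of all tested compounds plus 3 SD, set per screening campaign, cut at about 17% in these data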
M18AAP inhibitor – PfM18AAP inhibitors, malaria aminopeptidase, primary screen, biochemical, QFRET, recombinant enzyme; H-Glu-NHMec fluorogenic cleavage; 290,000 tested, 1.2% active; M18 aspartyl aminopeptidase (Plasmodium falciparum 3D7); AID 1822, 2009; inhibition, % at 7.35 µM;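 active = inhibition above the campaign mean inhibition over all tested compounds plus 3 SD, cut at about 28% in these data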;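 also: 0% = plate median of test compound wells and 100% = 2 mM ZnCl2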
An asterisk follows results filed as active; ? = inconclusive; . = not tested or not shown; [ ] = remark or other dose.

The line under a structure holds: MEKK2wt PB1 HTS	SUMO HTRF inh	MEKK2mut PB1 HTS	IDE cell inh	NALP1 inh	MEKK3 PB1 HTS	p-CIP stab down	IDE cell activ	M18AAP inhibitor
> CC1(C)OC(=O)C(=Cc2ccc(-c3ccc(S(N)(=O)=O)cc3)o2)C(=O)O1
→ 2.0*[inhibitor]	17	-42	12	11	2.0*[inhibitor]	-3	4	13
> Cn1c(/C=C/c2ccc(Br)cc2)c([N+](=O)[O-])c(=O)n(C)c1=O
→ 103	7	8	-1	6	108	-6	0	15
> O=C(NC1CCCC1)C(c1ccc(Cl)cc1)N1CCc2ccccc21 (stereo unspecified)
→ 100	5	1	0	6	96	-6	8	1
> COCCN1CCC(CNCc2c(C(=O)N3CCCCC3)nc3c(C)cccn23)C1 (stereo unspecified)
→ 101	19	5	-5	-50	102	-5	11	2
> CCNC(=O)C1CC(=O)N(c2ccc(Br)cc2)C1 (stereo unspecified)
→ 100	11	2	-3	-6	102	-3	-4	-4
> Cc1ccc(S(=O)(=O)Oc2ccc(/C=C(/NC(=O)c3ccccc3)C(=O)NC(C)C(=O)O)cc2)cc1 (stereo unspecified)
→ 104	8	11	3	11	99	-4	10	-1
> O=C(O)c1ccc2c(c1)-c1nc3ccccc3n1C2=O
→ 107	28	5	3	9	117	0	2	1
> Cc1coc(NC(=O)CSc2nc(-c3ccc(Cl)cc3)cc(C(F)(F)F)c2C#N)n1
→ 99	48	-1	5	7	103	-19	8	-12
> CCC(C)Nc1nc(N)c([N+](=O)[O-])c(Nc2ccccc2OC)n1 (stereo unspecified)
→ 104	-13	6	-8	-11	107	0	-3	8
> c1ccc(-c2nc(NCCCn3ccnc3)c3ccccc3n2)cc1
→ 98	1	-2	-1	-4	96	-3	-1	-13
> COC(=O)c1ccc(S(=O)(=O)N2CCN(CCO)CC2)n1C
→ ?	1	-51	0	.	?	2	4	-9
> COc1cc(C(C(=O)NC(C)(C)C)N(Cc2ccccc2)C(=O)c2cnccn2)cc(OC)c1OC (stereo unspecified)
→ 77	10	-12	1	-7	78	2	1	-8
> CCOC(=O)c1ccc(N2C(=O)CC(Sc3ncccn3)C2=O)cc1 (stereo unspecified)
→ 109	8	7	-3	-45	105	1	-4	0
> COc1cccc2c(=O)ccoc12
→ 97	28	1	3	20	97	-71	5	12
> COC(=O)CCCC1=CC2=CC(=O)C(C)(OC(=O)c3cccs3)C(=O)C2=CN1CC1CC1 (stereo unspecified)
→ 87	12	2	-5	-10	93	-10	1	.
> CCCc1[nH]nc2c1C(c1cccc(OC)c1)C(C#N)=C(N)O2 (stereo unspecified)
→ 106	-14	3	9	6	105	-6	3	0
> CC(=O)Oc1ccc(-c2cccc(C(=O)N3CCCCC3)c2)cc1
→ 110	7	4	-3	2	105	0	1	1
> Cc1nn(C)cc1/C=N/O
→ 100	-2	3	2	.	94	4	5	-13
> COc1cccc(OCc2cc(C(=O)N3CCCC3c3ccccn3)no2)c1 (stereo unspecified)
→ 107	12	5	0	12	101	-9	1	-18
> CCCCCn1c(=N)c(S(=O)(=O)c2ccc(Cl)cc2)cc2c(=O)n3cccc(C)c3nc21
→ 96	6	5	1	-9	101	-8	0	6
> CCc1nnc(NC(=O)Cc2ccc(OC)cc2)s1
→ 95	3	-6	-4	-5	96	-9	1	-4
> CC1CCCC(NC(=O)CSc2nnc(N)s2)C1C (stereo unspecified)
→ 97	14	0	2	37	98	6	-1	0
> C/C(=N\NC(=O)c1ccc(F)cc1)c1cccc(NC(=O)c2cccc(F)c2)c1
→ 98	-4	4	0	10	95	-7	0	5
> CCCCN1C(=O)C(C)=C(C)C1OCCc1ccc(OC)c(OC)c1 (stereo unspecified)
→ 109	8	3	0	-11	107	-5	0	-9
> CCCCC1=CC2=CC(=O)C(C)(OC(=O)c3cnc4ccccc4n3)C(=O)C2=CO1 (stereo unspecified)
→ 95	7	1	6	.	94	-17	.	.
> COc1ccccc1NS(=O)(=O)c1ccc(C)c(NC(=O)c2ccc(S(=O)(=O)N3CCCCCC3)cc2)c1
→ 106	-6	-1	4	20	107	-18	-2	-5
> COc1ccc(C2/C=C\CN(C(=O)C3CC3)[C@H](Cc3ccccc3)C(=O)N2Cc2ccc(F)cc2)cc1 (stereo partly specified)
→ 96	-15	1	-1	-2	103	-14	-4	.
> Cc1ccc(Cn2c(CN3CCOCC3)nc3c2c(=O)[nH]c(=O)n3C)cc1
→ 108	28	7	3	2	106	-9	-6	-2
> O=C(Nc1ccc(N2CCOCC2)cc1)c1ccc(Br)o1
→ 96	4	-1	0	3	100	6	0	2
> CC(=O)C(Sc1ccc2nnc(-c3ccc(F)cc3)n2n1)C(C)=O
→ 104	3	15	2	-18	104	-19	2	-6
> O=C1c2ccccc2C(=O)N1Cc1nc2ccccc2o1
→ 98	22	4	-1	3	102	-3	3	4
> CC(C)(C)C1CCC(=NNC(=O)CN(c2ccccc2)S(=O)(=O)c2ccccc2[N+](=O)[O-])CC1 (stereo unspecified)
→ 92	-9	-2	2	13	91	3	0	-1
> COc1ccc(-c2cc(=Nc3c(C)n(C)n(-c4ccccc4)c3=O)c3ccccc3o2)cc1
→ 99	13	0	8	16	103	1	6	4
> COc1ccc(CCN2CC(C(=O)NCCc3ccccc3C(F)(F)F)CCC2=O)cc1 (stereo unspecified)
→ 107	15	2	-2	20	103	-5	4	-7
> N#CCC(=O)N/N=C/c1cc([N+](=O)[O-])ccc1N1CCCC1
→ 65	20	-16	2	-7	59	3	4	22
> N#C/C(=C/c1ccc(C(=O)O)cc1)C(=O)Nc1ccccc1
→ 104	19	2	-2	11	100	4	-3	2
> O=C(O)c1cccc(N2C(=O)CSC2c2ccccc2)c1 (stereo unspecified)
→ 108	-3	10	-2	-2	109	-2	0	0
> CC1=CC(C)(C)N(C(=O)CNC2CCCCC2)c2cc(C)ccc21
→ 103	24	-1	-6	8	100	-22	1	-10
> O=C(CCc1ccccc1)NCCCN1CCOCC1
→ 108	18	9	2	-2	105	-2	6	1
> CCn1nnc(NC(=O)C(C)(c2ccccc2)c2ccccc2)n1
→ 89	-3	-6	7	10	97	-5	5	0
> Fc1ccccc1CN1CCCCCCC1
→ 110	6	4	3	-11	95	-6	-1	13
> O=C(c1ccco1)N1CCN(C(=O)c2cc(-c3ccccn3)nc3ccc(Cl)cc23)CC1
→ 93	17	-16	0	8	89	-6	-2	4
> Cc1cc2ccccc2nc1SCC(=O)NC1CCCCC1
→ 87	-3	-11	1	-11	96	-2	-5	4
> COc1ccccc1C(=O)NC1CCCCCCC1
→ 104	-9	5	8	15	115	4	8	1
> O=C(COC(=O)c1ccc2c(c1)S(=O)(=O)N=C1CCCCCN12)NCCc1ccc(F)cc1
→ 85	6	-13	6	19	96	6	-5	-12
> Cc1ccc(S(=O)(=O)N2CCN(CC(O)c3ccccc3)CC2)cc1C (stereo unspecified)
→ .	-12	.	-3	-10	.	-7	2	0
> Cc1cc(C)cc(CC2CC(=O)N(c3ccc(Cl)cn3)C2=O)c1 (stereo unspecified)
→ 88	10	-3	3	13	85	-7	-2	2
> COc1cccc(NC(=O)CN(C)C(=O)/C=C/c2cc(OC)ccc2OC)c1
→ 106	43	3	-3	27	151*	-1	-2	-3
> CC(=O)c1ccc(NC(=O)CSc2nc(N)c3cc4c(nc3n2)CCCC4)cc1
→ 96	-44	0	7	8	101	-6	3	7
> Cc1cc2c(ncn2Cc2ccccc2)c([N+](=O)[O-])c1C
→ 101	8	1	6	2	100	-22	0	1
> O=C(CN1CCOCC1)Nc1ccc([N+](=O)[O-])cc1
→ 102	0	2	2	-27	101	18	-1	-1
> COc1ccc(/C(O)=C2/C(=O)C(=O)N(CC3CCCO3)C2c2cccc(OC)c2)cc1 (stereo unspecified)
→ 103	25	4	-1	14	102	-8	3	0
> CC(C)CCn1nnnc1C(c1ccc(F)cc1)N1CCC(C(N)=O)CC1 (stereo unspecified)
→ 105	33	1	4	1	104	-7	4	3
> NC(=S)N/N=C/c1ccc(-c2ccc([N+](=O)[O-])cc2)o1
→ 82	19	-8	-1	-6	91	-31	-4	42*
> O=C(C1CCCN(S(=O)(=O)c2cccc3nonc23)C1)N1CCC(Cc2ccccc2)CC1 (stereo unspecified)
→ 85	12	-12	-1	23	77	-4	0	-3
> CCC(CC)C1=NN2C(=N)/C(=C/c3ccc(OC(=O)c4ccco4)cc3)C(=O)N=C2S1
→ 99	9	1	2	4	102	-27	-4	-3
> O=c1cc[nH]c2cc(Cl)ccc12
→ 95	-2	1	1	10	98	-6	4	-1
> OCC1(Cc2ccccc2)CCCN(Cc2ccc(-c3ccco3)cc2)C1 (stereo unspecified)
→ 101	9	-5	-4	13	91	-15	-7	8
> CCC(C)NC(=O)C1c2ccccc2C(=O)N1Cc1ccc(F)cc1 (stereo unspecified)
→ 104	13	4	-2	6	103	2	4	-1
> O=S(=O)(NC1CCCCC1)c1cccc2nsnc12
→ 104	4	1	1	5	103	-3	0	-8

Quoted at random: seven compounds from above
The line under a structure holds: MEKK2wt PB1 HTS	SUMO HTRF inh	MEKK2mut PB1 HTS	IDE cell inh	NALP1 inh	MEKK3 PB1 HTS	p-CIP stab down	IDE cell activ	M18AAP inhibitor
> NC(=S)N/N=C/c1ccc(-c2ccc([N+](=O)[O-])cc2)o1
→ 82	19	-8	-1	-6	91	-31	-4	42*
> COc1ccccc1C(=O)NC1CCCCCCC1
→ 104	-9	5	8	15	115	4	8	1
> OCC1(Cc2ccccc2)CCCN(Cc2ccc(-c3ccco3)cc2)C1 (stereo unspecified)
→ 101	9	-5	-4	13	91	-15	-7	8
> O=S(=O)(NC1CCCCC1)c1cccc2nsnc12
→ 104	4	1	1	5	103	-3	0	-8
> CCC(CC)C1=NN2C(=N)/C(=C/c3ccc(OC(=O)c4ccco4)cc3)C(=O)N=C2S1
→ 99	9	1	2	4	102	-27	-4	-3
> CCC(C)NC(=O)C1c2ccccc2C(=O)N1Cc1ccc(F)cc1 (stereo unspecified)
→ 104	13	4	-2	6	103	2	4	-1
> CC(C)(C)C1CCC(=NNC(=O)CN(c2ccccc2)S(=O)(=O)c2ccccc2[N+](=O)[O-])CC1 (stereo unspecified)
→ 92	-9	-2	2	13	91	3	0	-1

The list is partial. The share of hits here may be higher or lower than overall.
